# Compound activity as filed in PubChem BioAssay.
# POLB inh – DNA polymerase beta (human) inhibition | P06746 | Pol beta primer extension/strand displacement, fluorescence kinetic | AID 485314 | 340,000 tested, 1.3% active | Potency, µM (highest dose often 114 µM), without a hit: top-dose activity change, negative = inhibition, hits mostly inhibitors; note: potency is the fitted concentration of half-maximal effect; % is set by controls: 0 for no effect and ±100 for the full control effect
#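 Kinetic readout of DNA synthesis with strand displacement by Pol beta. Compound and 10 nM enzyme sit 15 min at room temperature; 50 nM substrate starts the reaction, read immediately and at 10 min.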
# BLM helicase inh – Bloom syndrome helicase (human) inhibition. Potency, µM (top dose mostly 56.1 µM), for inactives: top-dose activity change, negative = inhibition, hits mostly inhibitors. 350,000 tested, 0.2% active. AID 2528. P54132. recombinant BLM DNA unwinding, fluorescence dequenching;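 note: potency is the fitted concentration of half-maximal effect; plate controls were vehicle for no effect and no enzyme for full effect; nearly all actives have a fitted effect of over 35% in size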
# POLK inh – blocks human DNA polymerase kappa activity | Q9UBT6 | purified Pol kappa, fluorescent DNA synthesis assay, 10 min | Potency, µM (titrated, usually from 107 µM), for inactives: at the highest dose activity, negative = inhibition, actives largely listed as inhibitors | 400,000 tested, 0.53% active | AID 588579; note: potency is the fitted concentration of half-maximal effect; % is set by controls: 0 for no effect and ±100 for the full control effect
#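 Fluorescent qHTS in 1536-well format: enzyme (10 nM) and compound sat 15 min at room temperature before 50 nM substrate (final) was added. Signal taken at 0 and 10 min; no-enzyme buffer wells were negative controls.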
# TRHR agonist – agonists of human TRH receptor; TRHR cells, calcium flux fluo-8, FDSS agonist mode; P34981; AID 493084; activation, % at 2 µM; 360,000 tested, 0.18% active; in the data active = activation above about 30%; note: 0% is about no effect
# Target sequence (P34981 whole entry, looked up): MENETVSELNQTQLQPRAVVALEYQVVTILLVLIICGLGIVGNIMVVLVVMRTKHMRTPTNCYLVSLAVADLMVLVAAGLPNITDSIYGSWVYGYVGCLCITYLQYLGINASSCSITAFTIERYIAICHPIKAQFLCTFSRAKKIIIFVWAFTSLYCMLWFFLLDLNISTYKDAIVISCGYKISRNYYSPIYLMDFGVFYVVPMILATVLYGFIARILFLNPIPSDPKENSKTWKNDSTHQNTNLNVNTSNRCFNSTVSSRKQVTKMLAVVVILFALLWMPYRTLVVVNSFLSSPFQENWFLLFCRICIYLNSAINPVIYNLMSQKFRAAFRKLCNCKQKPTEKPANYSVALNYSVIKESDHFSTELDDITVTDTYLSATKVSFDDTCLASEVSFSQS
#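 TRHR-expressing cells, plated overnight in medium with 10% serum, were loaded with fluo-8 calcium dye at room temperature. After a 10 s baseline, library compound was pin-added and calcium release was recorded kinetically (ex 480/em 530) as agonist response.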
# ALOX12 inh – ALOX12 (human) lipoxygenase inhibition. purified 12hLO, xylenol orange hydroperoxide absorbance. Potency, µM (top dose mostly 108 µM), without a hit: top-dose activity change, negative = inhibition, most hits filed as inhibitors. 580,000 tested, 1.1% active. AID 1671190; note: potency is the fitted concentration of half-maximal effect; % is set by controls: 0 for no effect and ±100 for the full control effect
#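 Purified human 12hLO (150 nM final) in 25 mM Hepes, 0.01% Triton X-100, pH 7.0 was preincubated 15 min at room temperature with compound. Then 40 uM arachidonic acid was added, 30 min. Hydroperoxide was read by Fe-XO absorbance ratio 573/405 nm.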
# Anesthetic bind – candidate novel general anesthetic via apoferritin binding; Potency, µM (doses to about 77.5 µM), without a hit: top-dose activity change, negative = displacement, actives largely listed as inhibitors; P02791; 350,000 tested, 0.074% active; apoferritin/1-aminoanthracene competitive binding, fluorescence; AID 485281; note: potency is the fitted concentration of half-maximal effect; % is set by controls: 0 for no effect and ±100 for the full control effect; nearly all actives have a fitted effect of over 20% in size
# Target sequence (P02791 2-175 limits assumed): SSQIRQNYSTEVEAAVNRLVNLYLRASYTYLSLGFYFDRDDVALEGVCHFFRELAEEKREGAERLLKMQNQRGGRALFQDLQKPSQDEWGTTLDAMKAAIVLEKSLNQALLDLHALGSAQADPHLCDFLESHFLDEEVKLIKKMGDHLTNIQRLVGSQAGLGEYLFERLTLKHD
#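 Horse-spleen apoferritin (10 uM) in 50% saturated 1-aminoanthracene in PBS was incubated 10 min at room temperature with compound. Fluorescence (ex 380, em 535 nm) was normalized to free and bound 1-AMA, with concentration-response fitted by a four-parameter Hill equation.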
# APEX1 inh – APE1 (human) endonuclease inhibition | AID 2517 | 350,000 tested, 0.35% active | P27695 | Potency, µM (series often up to 65.8 µM), for inactives: at the highest dose activity change, negative = inhibition, most hits filed as inhibitors | recombinant APE1, TAMRA/BHQ-2 abasic DNA cleavage fluorescence;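 note: potency is the fitted concentration of half-maximal effect; plate controls were vehicle for no effect and reference inhibitor for full effect; nearly all actives have a fitted effect of over 55% in size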
# Target sequence (P27695 whole entry, looked up): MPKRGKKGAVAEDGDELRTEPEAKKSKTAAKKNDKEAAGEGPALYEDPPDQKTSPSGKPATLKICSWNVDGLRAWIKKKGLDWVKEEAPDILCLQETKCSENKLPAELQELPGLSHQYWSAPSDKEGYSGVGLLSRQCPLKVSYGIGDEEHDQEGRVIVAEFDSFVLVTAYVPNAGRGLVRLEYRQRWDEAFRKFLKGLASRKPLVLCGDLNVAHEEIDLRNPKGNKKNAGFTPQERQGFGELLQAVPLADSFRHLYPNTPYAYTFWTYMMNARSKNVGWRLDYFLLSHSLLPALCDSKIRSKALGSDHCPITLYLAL
#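 Substrate: short duplex with […] THF abasic site, 5'-TAMRA and 3'-BHQ-2, 50 nM final. APE1 at 0.75 nM, preincubated 15 min RT with compound. Fluorescence increase from first to third read measured activity.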
# Pol iota inh – DNA polymerase iota (human) inhibition | Pol iota fluorescent replication assay, 10 min | Potency, µM (highest dose often 115 µM), for the others: at the highest dose activity, negative = inhibition, hits mostly inhibitors | 390,000 tested, 1% active | AID 588590; note: potency is the fitted concentration of half-maximal effect
#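 Pol iota at 10 nM preincubated 15 min with compounds at room temperature; reaction started with fluorescent substrate, 50 nM final. Fluorescence read kinetically at 0 and 10 min; buffer-only wells as negative control.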
# ERG-DNA inh – ERG Ets/DNA interaction inhibition | P11308 | fluorescence polarization, His-ERG Ets domain / labelled DNA | Potency, µM (highest dose often 76.9 µM), for the others: at the highest dose FP activity, negative = inhibition, hits mostly inhibitors | 370,000 tested, 0.028% active; active = well fitted inhibition curve with a large enough effect in the polarisation, with a control signal flat; inconclusive = small, poorly fitted or top-dose-only effect, or effect the other way, or a change in a side signal; inactive = no such curve, though single readings can be large or run the other way; the % refers to the polarisation;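 note: polarization taken with two DNA probes labelled with fluorescein and Texas red; potency is the fitted concentration of half-maximal effect; % of control where 0% means no effect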
#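 His-tagged ERG Ets domain (1 uM in the protein solution; 300mM KCl, 50mM Tris-HCl, 1mM EDTA, 1mM DTT, pH 7.5) received compound, then a probe mix of 5 nM fluorescein-DNA and 100nM Texas-615-DNA. Fluorescence polarization was read for both dyes.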
# * marks the source's active call; other numbers are inactive results; ? = inconclusive; nt = not tested or not shown; & = joins results of further samples; [ ] = remark or other dose. Unless noted, calls come from the whole dose curve; as a rule, active = well fitted curve in the direction sought with a large enough effect; inconclusive = small, poorly fitted or top-dose-only effect, or another doubt; inactive = no such curve, though single readings can be large; an effect the other way counts as inactive or inconclusive.
# Under each structure – BLM helicase inh	POLK inh	ALOX12 inh	POLB inh	Anesthetic bind	ERG-DNA inh	Pol iota inh	APEX1 inh	TRHR agonist
CCC1(C(=O)OC)NC(c2ccco2)C2C(=O)N(c3ccc(F)cc3)C(=O)C21 (stereo not drawn)
→ 4.4%	-13.4%	-0.6%	-18.4%	-7.8%	-3.2%	-3.5%	5.1%	1.0
CC(=O)Nc1ccc(NC(=O)c2cccc(Oc3ccccc3)c2)cc1
→ -3.6%	-5.6%	-27.8%	27.2%	-2.5%	12.4%	102.1%[activator]	0.5%	0.4
Cc1cc(C(=O)N/N=C/c2cn(C)nc2C)c2ccccc2n1
→ -2.3%	-4.1%	12.1%	-0.2%	4.3%	-1.4%	24.6%	40.0%	1.4
O=C(Cn1ncn2c(cc3ccccc32)c1=O)NCc1ccco1
→ -13.0%	3.0%[60.1 µM]	-10.2%	50.1µM*	-14.8%	nt	?	-1.2%	-0.9
O=C(Cn1cnc([N+](=O)[O-])c1)c1ccc(F)cc1
→ nt	13.4%	-17.5%	nt	nt	-18.5%	-13.8%	9.2%	-0.5
Cc1cc(C)n(-c2nc3nonc3nc2Nc2cccc(C)c2C)n1
→ -2.8%	7.0%	-11.2%	2.0%	-9.9%	-5.2%	-27.3%	-4.7%	0.3
Clc1ccc(-c2nc3ccccc3[nH]2)cn1
→ 4.7%	-12.8%	-10.4%	-0.5%	-10.0%	4.5%	0.7%	0.8%	-0.5
O=C(CNCc1cccc(Cl)c1)N1CCc2ccccc2C1
→ -1.5%	-5.1%	?	1.8%	-2.5%	-29.3%	19.1%	4.9%	-1.8
CCCN1C(=O)c2[nH]nc(-c3ccc(F)cc3)c2C1c1ccc(O)c(OCC)c1 (stereo not drawn)
→ -0.6%	1.8%	-20.4%	10.5%	-8.2%	0.5%	-13.4%	nt	-1.0
CCN(CC)S(=O)(=O)c1ccc(OC)c(N)c1
→ 0.0%	0.0%	33.5%	-28.7%	?	4.4%	40.1%[activator]	-0.8%	1.4
COc1ccccc1Nc1nnc(SCC2CCCCO2)s1 (stereo not drawn)
→ 0.4%	-7.9%	-8.6%	-23.6%	?	-3.8%	103.0%[activator]	?	-0.6
N#CC(C#N)=C(Nc1ccc(F)cc1)SCc1cccc(Br)c1
→ -9.6%	-27.8%	-20.0%	12.8%	-20.6%	0.1%	-12.7%	5.0%	2.8
CCC(=O)Nc1sc2c(c1C#N)CCC2
→ -11.0%	2.0%	-29.2%	-22.9%	-4.2%	11.0%	?	2.5%	-3.1
CCN(C(=O)c1ccccc1)c1ccc([N+](=O)[O-])cc1
→ -12.5%	-2.3%	-14.0%	22.1%	-2.5%	9.1%	7.5%	8.9%	-0.6
CNC(=O)c1c(NC(=O)c2ccc(N3C(=O)CCC3=O)cc2)sc2c1CCC(C)C2 (stereo not drawn)
→ nt	-8.3%	-6.3%	nt	nt	2.2%	9.9%	nt	nt

# New compounds follow
# Under each structure – BLM helicase inh	POLK inh	ALOX12 inh	POLB inh	Anesthetic bind	ERG-DNA inh	Pol iota inh	APEX1 inh	TRHR agonist
O=C(CN1CCN(c2ccc(O)cc2)CC1)Nc1cc([N+](=O)[O-])ccc1Cl
→ 6.0%	-5.6%	-29.6%	29.8%	8.0%	-1.7%	12.6%	1.5%	1.0
COc1ccc(OCc2cc(C(=O)NCCc3ccccc3)no2)c(Cl)c1
→ -3.4%	0.1%	-22.3%	1.2%	-16.8%	-13.8%	22.5%	15.1%	0.9
c1coc(-c2nnc(NC3=NCCC3)o2)c1
→ 0.8%	-1.8%	0.0%	-25.9%	4.8%	2.8%	?	0.8%	0.7
COc1ccccc1N(C(=O)c1cncc(Br)c1)c1nc(-c2ccc(C)cc2)cs1
→ -8.0%	4.4%	-13.2%	36.9%	3.4%	-5.7%	-3.2%	0.2%	-0.9
O=C1CN(C(=O)c2ccc(S(=O)(=O)N3CCCC3)cc2)C(c2ccccc2)c2cc(Br)ccc2N1 (stereo not drawn)
→ -4.2%	-11.4%	-16.6%	-0.7%	-13.3%	1.6%	18.8%	nt	0.6
COc1cc(/C=N/NC(=O)c2cncc(Br)c2)cc([N+](=O)[O-])c1O
→ -11.9%	-9.9%	-24.0%	-15.4%	5.9%	-8.2%	24.0%	-4.9%	6.0
CN=C(Nc1cc(C)nn1CCC#N)c1ccccc1F
→ -1.7%	-4.1%	4.1%	4.4%	-7.5%	nt	-7.0%	-7.8%	0.9
COc1ccc(/C(O)=C2/C(=O)C(=O)N(CCCN(C)C)C2c2cccc(Cl)c2)cc1OC (stereo not drawn)
→ -1.8%	-2.0%	2.2%	9.6%	-5.2%	-2.6%	12.5%	4.2%	0.2
CCC(=O)N1CCc2cc(S(=O)(=O)CCC(=O)N3CCN(c4cccc(C)c4)C(C)C3)ccc21 (stereo not drawn)
→ -2.8%	-2.9%	-19.2%	17.4%	0.6%	-8.6%	10.1%	nt	-0.7
O=C(CN1CCCN(S(=O)(=O)c2ccc(Br)s2)CC1)Nc1ccc(Cl)cc1
→ -11.1%	-11.3%	?	-0.8%	-6.9%	-1.3%	-2.7%	-2.9%	0.5
Cc1nc2scc(-c3cccs3)c2c(=O)n1-n1cccc1
→ -3.1%	-11.5%	404.1%[activator]	5.1%	?	-11.6%	-1.9%	-0.4%	-0.6
COc1cc(OC)c2c(c1)C(=O)c1cc(OC)cc(OC)c1C2=O
→ -2.5%	-4.8%	0.0%	41.8%	-11.3%	-10.5%	12.8%	-4.4%	-0.2
CCOC(=O)N1CCN(C(=O)CCS(=O)(=O)c2ccc3c(c2)CCN3C(=O)CC)CC1
→ 0.6%	10.2%	7.9%	-3.3%	3.0%	-3.1%	10.8%	83.6%	-0.2
O=S(=O)(c1ccc2nc(-c3ccccc3)[nH]c2c1)N1CCN(c2cccc(Cl)c2)CC1
→ -1.9%	-5.9%	-24.1%	-1.9%	-8.4%	1.6%	125.3%[activator]	-2.2%	1.1
COc1ccc(CNC(=O)C(C)Sc2nc3ccccc3c(=O)n2CC2CCCO2)cc1 (stereo not drawn)
→ nt	-3.2%	-0.6%	nt	nt	37.3%[activator]	-3.2%	19.2%	-2.1

# Remaining list, next part
# Under each structure – BLM helicase inh	POLK inh	ALOX12 inh	POLB inh	Anesthetic bind	ERG-DNA inh	Pol iota inh	APEX1 inh	TRHR agonist
Cn1c(=O)c2[nH]c(-c3ccc(S(=O)(=O)O)cc3)nc2n(C)c1=O
→ nt	0.3%[60.1 µM]	?	7.0%[57.1 µM]	nt	9.6%	1.7%[58.9 µM]	-3.7%&-1.3%	nt
CN1CCN(c2ccccc2NC(=O)c2cccs2)CC1
→ -0.1%	4.2%	214.6%&7.5%[activator]	11.0%	-4.9%	-8.9%	24.7%	24.3%	0.1
Cc1ccc(C)c(N2CCN(C(=O)CN3C(=O)COc4ccc(S(=O)(=O)N5CCC(C)CC5)cc43)CC2)c1
→ -2.4%	-1.5%	0.0%	1.6%	-10.5%	-7.0%	25.1%	nt	-0.1
O=C(CCC(=O)c1ccc(Cl)cc1)OCc1nc2ccsc2c(=O)[nH]1
→ nt	-3.3%	-21.3%	nt	nt	-13.6%	31.8%[activator]	-11.0%	-0.4
O=C(CSc1nnc(-c2ccc(Cl)cc2)n1Cc1ccco1)c1cccs1
→ -9.1%	-35.5%	?	?	-17.8%	nt	?	-2.1%	0.3
COc1ccccc1CNC(=O)C(CCSC)NC(=O)C1CCC(C)CC1 (stereo not drawn)
→ -5.0%	2.6%	-2.2%	2.4%	-14.3%	-4.2%	29.1%	3.1%	-0.4
COc1ccc(CCN2C(=NC(=O)C(C)C)SC3CS(=O)(=O)CC32)cc1 (stereo not drawn)
→ 3.4%	-17.6%	178.8%[activator]	-29.5%	-4.9%	-7.7%	31.3%[activator]	3.6%	-0.9
COc1ccccc1-c1c(-c2ccc(O)cc2O)n[nH]c1C(F)(F)F
→ 4.6%	-25.5%	-2.0%	0.9%	-22.4%	9.3%	3.6%	19.3%	0.7
O=C(Nc1ccc(O)cc1)C1CCCO1 (stereo not drawn)
→ 1.1%	-2.8%	-17.8%	8.6%	-2.8%	-9.9%	16.3%	7.2%	1.3
CC(C)C[C@@H](CN=[N+]=[N-])N1CCN(C)CCC1=O
→ 1.0%	7.5%&-19.8%	6.3%	83.5%	-7.8%	-13.7%	32.4%&23.2%	1.7%	0.1
O=C(O)/C=C/C(=O)c1ccc2c(c1)NC(=O)CO2
→ -5.3%	-15.3%	-3.9%	38.1%	-2.3%	2.5%	?	1.6%	0.4
O=C(Cc1ccccc1)N/N=C/c1cccs1
→ -2.1%	-9.1%	34.7%[activator]	13.8%	-3.4%	3.5%	-6.1%	-1.0%	-0.3
Cc1ccc(-c2ccc(SCC(=O)NC3CCCC3)nn2)cc1
→ -1.4%	-18.1%	2.3%	17.3%	-6.3%	4.4%	13.3%	0.2%	-1.3
CCOc1cc(/C=N/NC(=O)Cn2nc([N+](=O)[O-])cc2C)cc(Br)c1OCc1ccccc1F
→ -2.3%	2.2%	-18.3%	9.8%	?	-0.9%	-1.6%	1.9%	0.7
O=C(COc1ccc(Cl)cc1)N(Cc1ccccc1)c1nc(-c2ccccc2)cs1
→ -3.3%	-11.2%	-14.1%	9.6%	-9.0%	7.0%	8.1%	-4.8%	0.2
O=C(NC(=O)N1CCCCC1)c1ccccc1
→ -0.7%	7.8%	-0.8%	30.8%	-4.9%	3.5%	31.2%[activator]	0.9%	-0.1
COc1cccc(OCc2nc3ccccc3n2Cc2ccccc2)c1
→ -7.0%	10.7%	-6.5%	-10.9%	70.4%[activator]	2.9%	-12.7%	nt	0.9
CCCCN(C)c1nc(-c2ccco2)c2c(c1C#N)CC(C)(C)OC2
→ -14.2%	0.0%	39.8µM*	?	?	8.6%	?	-1.7%	-0.2

# Only part of the results is shown, so the mix of outcomes need not match the whole.
